# Assay outcomes from PubChem.
# TSG101-PTAP inh – qHTS Assay for Iinhibitors of HIV-1 Budding by Blocking the Interaction of PTAP/TSG101; Potency, µM (titrated, usually from 115 µM), for the others: at the top dose activity change, negative = inhibition, actives largely listed as inhibitors; 340,000 tested, under 10 active; Tumor susceptibility gene 101 protein (Homo sapiens), Q99816; Fluorescence polarization, FITC-PTAP peptide / Tsg101 binding; active means well fitted inhibition curve with a large enough effect in the main read-out, with a control signal flat, not every such curve was filed as active; inconclusive means small, poorly fitted or top-dose-only effect, or effect the other way, or a change in a side signal; inactive means no such curve, though single readings can be large or run the other way; further: potency means the concentration at half of the fitted maximal effect; % of control where 0% means no effect
#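 Fluorescence anisotropy tracks displacement of a FITC-tagged PTAP peptide (50 nM) from the Tsg101 binding domain (10 uM), following a 20 min room-temperature incubation at pH 7.5.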
# TCR act – Activators of T cell receptors: qHTS campaign | primary human leukocytes, anti-CD3, IL-2 HTRF, 48 h | Potency, µM (titrated, usually from 9.22 µM), without a hit: at the top dose activation of IL-2 secretion, most hits filed as activators | 330,000 tested, under 10 active | AID 504894, 2011; further: % of control where 0% means no effect
#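 Human primary leukocytes + a-CD3 beads + cpd, 48 hr; IL-2 in supernatant by HTRF (ex 320nm / em 665nm). No co-stimulatory signal supplied.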
# a7 integrin act – qHTS for Activators of Integrin-Mediated Alleviation for Muscular Dystrophy | alpha7betagal myoblasts, beta-gal FDG fluorescence, 48 h | Potency, µM (doses to about 38.3 µM), inactives show top-dose activation, actives largely listed as activators | 350,000 tested, 0.064% active | AID 624291, 2012;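 further: potency means the concentration at half of the fitted maximal effect; 100% = response of the positive control SU9516; nearly all actives have a fitted effect of over 60% in size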
#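 Alpha7betagal+/- myoblasts (passage 13) were plated 16-24 hr, then exposed to compounds (1:260 dilution of DMSO stock) for 48 hours at 37C. After MPER lysis, β-galactosidase reporter activity was read as FDG fluorescence (ex 480/em 540) after 30 minutes.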
# Menin-MLL TR inh – qHTS Assay for Inhibitors Targeting the Menin-MLL Interaction in MLL Related Leukemias: Competition With Texas Red Labeled MLL-derived Mutant Peptide | O00255 | Menin + Texas Red MLL mutant peptide, fluorescence polarization | Potency, µM (top dose mostly 61.6 µM), inactives show top-dose FP activity change, negative = inhibition, most hits filed as inhibitors | 270,000 tested, 0.23% active; active means well fitted inhibition curve with a large enough effect in the polarisation, with a control signal flat, not every such curve was filed as active; inconclusive means small, poorly fitted or top-dose-only effect, or effect the other way, or a change in a side signal; inactive means no such curve, though single readings can be large or run the other way; the % refers to the polarisation; further: potency means the concentration at half of the fitted maximal effect; % of control where 0% means no effect; many of its hits are not listed in these tables
# AT treatment – qHTS Assay for Identifying a Potential Treatment of Ataxia-Telangiectasia | […] A-T fibroblasts, KAP-1 phosphorylation AlphaLISA; neocarzinostatin DNA damage 30 min before lysis | Potency, µM (series often up to 57.5 µM), without a hit: at the top dose activation, actives largely listed as activators | 320,000 tested, 0.19% active | AID 485349, 2010; further: potency means the concentration at half of the fitted maximal effect; % of control where 0% means no effect; nearly all actives have a fitted effect of over 45% in size
#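 ATM-like activity read as KAP-1 phosphorylation via AlphaLISA donor/acceptor antibody pairs after lysis and 6 hr at 25C. Cells were ATM-null patient fibroblasts ([…], hTERT), dosed 60 min, then exposed to the DSB inducer NCS for 30 min.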
# Mito fusion act – qHTS Assay for Small Molecule Inhibitors of Mitochondrial Division or Activators of Mitochondrial Fusion | Potency, µM (titrated, usually from 46.1 µM), for inactives: at the highest dose growth rescue (activation), usual class: activators | 320,000 tested, 0.23% active | S. cerevisiae fusion-defective mutant growth rescue, CellTiterGlo 48 h | AID 485298, 2010;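 further: potency means the concentration at half of the fitted maximal effect; % of control where 0% means no effect; nearly all actives have a fitted effect of over 45% in size; temperature-sensitive fusion mutants such as fzo1-1 at 37 °C on non-fermentable ethanol glycerol medium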
#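 Temperature-sensitive fusion-defective S. cerevisiae (e.g. fzo1-1, mgm1-5) were grown with compound in YPEG medium (3% ethanol, 3% glycerol) for 48 hours at 37C. Growth rescue was measured as viability by CellTiterGlo luminescence after 10 minutes at ambient.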
# TSHR antagonist – Antagonists of the Thyroid Stimulating Hormone Receptor: HTS campaign; Thyrotropin receptor (Homo sapiens), P16473; TSHR-expressing cells, TSH-stimulated cAMP HTRF, 2 h; hits give low values; activity change, negative = inhibition, % at 11.5 µM; 330,000 tested, 0.2% active; AID 504810, 2011;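 active means activity change below a set negative limit, meaning inhibition stronger than a set level, cut at about -70% in these data; inconclusive means activity change between two set negative limits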; further: on the % scale 0 is the no-effect control and ±100 the full control effect
#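 Read-out is FRET at 665 nm (cryptate excitation 337 nm) from a cryptate-tagged anti-cAMP antibody, competed by cell cAMP against cAMP-d2. Compounds are tested on freshly harvested TSHR cells challenged with 4nM TSH (EC80) for 2 hours at 37 deg C.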
# MBNL1-CUG inh – qHTS Assay for Inhibitors of MBNL1-poly(CUG) RNA binding. AID 2675, 2010. TR-FRET MBNL1-His/biotin-(CUG)12 binding, 665/545 ratio. 280,000 tested, 0.036% active. Muscleblind-like protein 1 (Homo sapiens), Q9NR56. Potency, µM (highest dose often 57.5 µM), inactives show at the highest dose activity change, negative = inhibition, actives largely listed as inhibitors; active means well fitted inhibition curve with a large enough effect in the signal ratio, with a control signal flat, not every such curve was filed as active; inconclusive means small, poorly fitted or top-dose-only effect, or effect the other way, or a change in a side signal; inactive means no such curve, though single readings can be large or run the other way; the % refers to the signal ratio; further: potency means the concentration at half of the fitted maximal effect; on the % scale 0 is the no-effect control and ±100 the full control effect
#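 MBNL1-His + Biotin-(CUG)12, cpd titration 92 nM–58 uM; Tb anti-His Ab 0.055 ng/ul, SA-XL665 5 nM (final); 60 min RT; ratiometric 665/545 nm, Ex 340 nm; normalized to buffer and full-complex controls.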
# S-ASM inh – Inhibitors of Secretory Acid Sphingomyelinase (S-ASM): qHTS; Sphingomyelin phosphodiesterase (Homo sapiens), P17405; 340,000 tested, 0.006% active; AID 504937, 2011; placental ASM, HMU-PC fluorogenic substrate, 60 min; Potency, µM (highest dose often 57.5 µM), inactives show top-dose activity change, negative = inhibition, most hits filed as inhibitors; further: potency means the concentration at half of the fitted maximal effect
#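 Fluorescence read-out (Ex 386 nm, Em 447 nm) after stopping the reaction at pH 10. Enzyme: ASM from human placenta; substrate HMU-PC0, 9 uM final; 60 min, 37 °C. Compound preincubation 10 min, ambient temperature.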
# CXXC DNA block – qHTS Fluorescence Polarization Assay for Inhibitors of MLL CXXC domain - DNA interaction | Histone-lysine N-methyltransferase 2A (Homo sapiens), Q03164 | MLL-CXXC / FITC-HOXA9 DNA fluorescence polarization | Potency, µM (top dose mostly 115 µM), for inactives: at the top dose activity change, negative = inhibition, hits mostly inhibitors | 290,000 tested, 0.037% active; active means well fitted inhibition curve with a large enough effect in the polarisation, with a control signal flat, not every such curve was filed as active; inconclusive means small, poorly fitted or top-dose-only effect, or effect the other way, or a change in a side signal; inactive means no such curve, though single readings can be large or run the other way; the % refers to the polarisation; further: potency means the concentration at half of the fitted maximal effect
#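 Steps: dispense CXXC domain solution (7 uM) → pin compounds or unlabeled HOX-A9 DNA control → 5 min ambient → add FLSN-HOX-A9 solution (50 nM) → spin → 30 min ambient → fluorescence polarization. Tris pH 7.5/NaCl/DTT/BSA buffer.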
# * hit, by the source's call; ? = inconclusive; / = not tested or not shown; [ ] = remark or other dose. Unless noted, the call rests on the fitted dose curve; in most records, active means well fitted curve in the direction sought with a large enough effect; inconclusive means small, poorly fitted or top-dose-only effect, or another doubt; inactive means no such curve, though single readings can be large; an effect the other way counts as inactive or inconclusive.
SMILES,TSG101-PTAP inh,TCR act,a7 integrin act,Menin-MLL TR inh,AT treatment,Mito fusion act,TSHR antagonist,MBNL1-CUG inh,S-ASM inh,CXXC DNA block
Cc1cccc(NC(=O)C[n+]2ccccc2)c1,-1%,/,16%,-11%,-4%,-2%,2,2%,0%,6%
Cc1nnsc1C(=O)N(Cc1ccccc1)C(C)C,-10%,-1%,21%,/,?,1%,22,2%,-4%,23%
Cc1ccc2c(c1)C1(OCCO1)C(=O)N2,2%,0%,6%,3%,0%,-2%,-1,2%,1%,-1%
O=C(/C=C\Nc1ccc(Br)cc1)c1cccnc1,-6%,-3%[46.1 µM],24%,5%,-5%,-1%,11,?,81%[activator],2%
CCOC(=O)[C@H]1[C@H]2COc3ccc(Cl)cc3[C@@H]2N2C(=O)c3cc(OC)ccc3NC(=O)[C@@]12C,-7%,-2%,-15%,/,7%,?,6,/,-1%,/
CC(C)(C)N=C1NC(=NC(C)(C)C)c2ccccc21,0%,-2%,0%,1%,5%,-1%,-31,7%,6%,3%
Cc1c(C)c2ccc(OC(C)C(=O)NC3CCN(Cc4ccccc4)CC3)cc2oc1=O (stereo not drawn),3%,1%,13%,/,2%,?,13,4%,43%[activator],25%
CC(C)NC(=O)NC(=O)CN1c2cccc3cccc(c23)S1(=O)=O,-1%,-2%,-27%,-7%,-5%,-33%,0,18%,38%[activator],?
O=C(CC(=O)N/N=C/c1ccccc1O)NCc1cccnc1,1%,7%[46.1 µM],-25%,-16%,-5%,0%,10,5%,/,-4%
O=C(NCc1ccc2c(c1)OCO2)C1CCN(S(=O)(=O)N2CCCCC2)CC1,-2%,-2%[46.1 µM],-16%,-7%,2%,-16%,2,0%[11.5 µM],4%,-5%
COc1ccc(C(=O)CN2CC(C)SC2=Nc2ccc(Cl)cc2)cc1 (stereo not drawn),-9%,0%[46.1 µM],-9%,2%,-6%,14%,3,-13%,/,2%
CC/C(=N\NC(=O)c1ccc2c(c1)OCO2)C12CC3CC(CC(C3)C1)C2,-4%,-5%,14%,1%,-5%,-2%,2,-2%,0%,-2%

# Six compounds picked at random from those above, as already listed:
SMILES,TSG101-PTAP inh,TCR act,a7 integrin act,Menin-MLL TR inh,AT treatment,Mito fusion act,TSHR antagonist,MBNL1-CUG inh,S-ASM inh,CXXC DNA block
CC(C)(C)N=C1NC(=NC(C)(C)C)c2ccccc21,0%,-2%,0%,1%,5%,-1%,-31,7%,6%,3%
Cc1nnsc1C(=O)N(Cc1ccccc1)C(C)C,-10%,-1%,21%,/,?,1%,22,2%,-4%,23%
CC(C)NC(=O)NC(=O)CN1c2cccc3cccc(c23)S1(=O)=O,-1%,-2%,-27%,-7%,-5%,-33%,0,18%,38%[activator],?
Cc1c(C)c2ccc(OC(C)C(=O)NC3CCN(Cc4ccccc4)CC3)cc2oc1=O (stereo not drawn),3%,1%,13%,/,2%,?,13,4%,43%[activator],25%
CCOC(=O)[C@H]1[C@H]2COc3ccc(Cl)cc3[C@@H]2N2C(=O)c3cc(OC)ccc3NC(=O)[C@@]12C,-7%,-2%,-15%,/,7%,?,6,/,-1%,/
O=C(NCc1ccc2c(c1)OCO2)C1CCN(S(=O)(=O)N2CCCCC2)CC1,-2%,-2%[46.1 µM],-16%,-7%,2%,-16%,2,0%[11.5 µM],4%,-5%

# (cont.)
SMILES,TSG101-PTAP inh,TCR act,a7 integrin act,Menin-MLL TR inh,AT treatment,Mito fusion act,TSHR antagonist,MBNL1-CUG inh,S-ASM inh,CXXC DNA block
CC(OC(=O)c1ccccc1Oc1ccccc1)C(=O)NC1CC1 (stereo not drawn),-8%,-4%,?,-11%,2%,4%,-2,/,0%,13%
O=C(c1cc2nc(C3CC3)cc(C(F)(F)F)n2n1)N1CCCC1,1%,-9%,-11%,-15%,-2%,9%,2,2%,0%,6%
NC(=O)C1CCN(C2CC(=O)NC2=O)CC1 (stereo not drawn),-5%,6%,1%,?,4%,0%,-17,-7%,1%,9%
O=C(Nc1ccc(F)cc1)c1ccc2nsnc2c1,0%,-5%,26%,/,32%,-3%,0,?,-1%,-8%
COc1ccc(CN2C(=O)CSCC2=O)cc1OC,0%,-2%,0%,2%,-11%,5%,-7,-2%,-2%,?
CC(=O)c1cc2c(cc1F)C(C)(C)CCC2(C)C,0%,-7%,11%,/,/,/,/,/,-3%,/
Cc1cc(C)n(-c2nc3c(c(=O)[nH]c(=O)n3C)n2Cc2cccc(Br)c2)n1,1%,-3%,13%,2%,23%,?,1,-7%,-5%,-1%
COc1ccccc1Nc1nc(NCCO)nc(N)c1[N+](=O)[O-],-3%,4%,-10%,/,-12%,5%,-4,5%,-5%,1%
CCOc1ccccc1-n1nnnc1SCC(=O)Nc1cc(C)on1,-6%,-2%,-1%,23%,3%,-5%,13,-17%,-2%,1%
O=C(COc1cccc(C(F)(F)F)c1)NNC(=O)Cn1c(=O)cnc2ccccc21,0%,3%,12%,/,10%,-1%,9,/,-3%,/
O=C(C/C=N\OCc1ccc([N+](=O)[O-])cc1)Nc1ccc(Br)cc1,-5%,-1%,0%,?,4%,-2%,-14,5%,-7%,-4%
O=C(COC(=O)/C=C/c1ccc(OC(F)F)cc1)NC(=O)NC1CCCCC1,0%,4%[46.1 µM],4%,/,12%,/,3,/,-7%,/
CCOc1ccc(NC(=S)N2CCN(S(=O)(=O)c3ccc(OC)cc3)CC2)cc1,/,-5%,-56%[inhibitor],26%,-1%,-5%,2,-4%,2%,-13%
NC(=O)c1cccnc1Nc1ccccc1Cl,-1%,-1%[46.1 µM],0%,19%,-3%,-7%,1,-1%,-5%,9%
CC(C)c1ccc(OCC(=O)Nc2ccc3oc(=O)ccc3c2)cc1,-3%,5%,-19%,11%,7%,3%,-1,5%,-7%,-1%
COc1ccc(CCNC(=O)CCC(=O)N2CCOc3ccc(C)cc32)cc1OC,-1%,3%,1%,5%,0%,3%,2,3%,2%,/
CC(C)C(C(=O)NCc1ccccc1)N(CC1CCCO1)C(=O)CNS(=O)(=O)c1ccccc1 (stereo not drawn),-11%,3%,12%,2%,-1%,4%,12,-1%,5%,-1%
O=c1cc(N2CCN(c3cccc(Cl)c3)CC2)[nH]c(=O)n1C1CCCCC1,-2%,-7%,-7%,-15%,5%,0%,1,2%,6%,25%
C=CCc1ccc(OCC(O)CN2CCCCC2C)c(OC)c1 (stereo not drawn),0%,-3%,-11%,-10%,-21%,-3%,9,3%,1%,3%
C=CCOc1cccc(C(=O)N2CCC(CCC(=O)NC3CC3)CC2)c1,8%,11%,14%,11%,6%,-15%,1,-1%,4%,5%
COc1ccccc1N(C)S(=O)(=O)c1ccc(C(=O)N2CCC2)cc1,0%,-2%,-17%,/,11%,0%,2,/,0%,/
Cc1nn(Cc2ccc(F)cc2)c(C)c1NC(=O)c1cnn2c1NC(c1cccs1)CC2C(F)(F)F (stereo not drawn),-1%,-4%,-17%,-15%,-1%,0%,-7,0%,-1%,9%
CCOc1ccc(C2=CSC3=NCCN23)cc1,0%,10%,-18%,-21%,-2%,-14%,5,0%,4%,13%
CCOc1ccc(S(=O)(=O)N2CCC(C(=O)NCC3CCCO3)CC2)cc1 (stereo not drawn),-1%,1%,12%,0%,-2%,-2%,0,-3%,1%,?
CCCCC1(Cc2ccc(OC)c([N+](=O)[O-])c2)C(=O)N(c2ccccc2)N(c2ccccc2)C1=O,-6%,-1%,-22%,9%,-6%,-14%,-13,5%,0%,6%
Cc1cccc(CN2CCOCCS2(=O)=O)c1,-6%,3%,21%,-3%,2%,2%,3,-8%,5%,1%

# An excerpt. The share of hits here may be higher or lower than overall.
